# Lipid storage S3: qHTS Assay for Lipid Storage Modulators in Drosophila S3 Cells | hit rate 0.64% among 320,000 | Drosophila S3 cells, BODIPY lipid droplet fluorescence, 18-24 h; cells fed with added oleic acid | AID 2685, 2010 | Potency in µM for hits, for the others lipid storage change, negative = inhibition, % at the top dose, mostly 46.1 µM; active = well fitted inhibition curve with a large enough effect in the signal ratio, with a control signal flat, not every such curve was filed as active; inconclusive = small, poorly fitted or top-dose-only effect, or effect the other way, or a change in a side signal; the % refers to the signal ratio
#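 Laser-scanning cytometry quantifies lipid droplet accumulation (500–530 nm total intensity; droplet/cell object ratio) in oleic acid-fed (400 uM added) Drosophila S3 cells treated with a concentration series. 20 uM Triacsin C defined 100% inhibition.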
# Lipid storage S3 cell count max: further read-out of Lipid storage S3, marked with its call; cell number change, %; measured here: cell count max response;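 cells counted by Cell Tracker Red CMTPX staining in the red channel; peak over a dose series mostly up to 46.1 µM; percent activity relative to internal control wells on each plate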
# * = called active by the depositor; i = inactive; ? = inconclusive; / = not tested or not shown; [ ] = another dose, or the depositor's remark. % is scaled to controls: 0 for no effect and ±100 for the full control effect; potency is read from the fitted curve at half-maximal effect. Only part of the results is shown. The share of hits here may be higher or lower than overall.
SMILES,Lipid storage S3,Lipid storage S3 cell count max
Cc1cccc(C(C(=O)NC2CCCC2)N(Cc2cccnc2)C(=O)c2csnn2)c1 (centres undefined),i,5
CC(C)(C)c1ccccc1N=Cc1ccc2ccccc2n1,10%,12
COc1ccc(OCC(=O)Nc2ccc3c(c2)nc(CN2CCN(C(C)=O)CC2)n3C)cc1,-1%,21
CCOc1ccc(C(=O)OCC(=O)Nc2ccc(SC(F)F)cc2)cc1OCC,?,/
COc1c(S(=O)(=O)N2CCCC2)ccc(Cl)c1Cl,29%,4
Cc1ccc(C)c(N2CCN(c3ncccc3[N+](=O)[O-])CC2)c1,?,/
Cc1ccccc1COn1nnc2ccc(S(=O)(=O)N3CCOCC3)cc21,?,/
CCCC[C@@H]1C[C@H]1[C@@H](NC(=O)c1ccccc1)c1ccccc1C(F)(F)F,?,/
Cc1noc(C)c1C(=O)Nc1nc(-c2ccccc2Cl)cs1,10%,5
COc1ccc(NCc2ccc(OC)c(Cn3ccnc3)c2)c(OC)c1,?,/
COc1ccc(OC)c(C2C(C(C)=O)=C(O)C(=O)N2CCC(=O)O)c1 (centres undefined),?,/
CCC1CCCCN1C(=O)COC(=O)c1cc(C)nc2ccccc12 (centres undefined),8%,-4
COc1ccc(CC(=O)N2CCN(c3ccc(F)cc3)CC2)cc1,i,-3
O=C(CS(=O)(=O)c1ccc(F)cc1)N1CCOCC1,-4%,10
COc1cc(NC(=O)CSc2nnc3ccc(-c4cccnc4)nn23)cc(OC)c1,?,/
Cc1cc(C(=O)OCC(=O)Nc2ccc(F)cc2)c(C)o1,?,/
O=C(COc1ccc2c(c1)CCC2)N1CCc2ccccc21,?,/
COc1cccc(C(=O)O/N=C(\N)Cc2ccc(Cl)cc2)c1,13%,-7
CC(=O)N(c1ccccc1)C1CCCC1,0%,4
CC(=O)N1c2ccc(S(=O)(=O)NCC3CCC(C(=O)NC4CCCCC4C)CC3)cc2CC1C (centres undefined),?,/
COc1cc(OC)c(C(=O)NNC(=S)NC2CCCCC2)cc1OC,?,/
CCOc1cc(C(=O)Nc2ccc(C)cc2C)ccc1OCC(=O)N1CCCCC1,3%,6
Cc1cccc(N2C(=O)CC(Sc3nnc(C)s3)C2=O)c1 (centres undefined),?,/
COc1cc(C(=O)NCc2cccnc2)ccc1OCC(=O)Nc1cccc(C(F)(F)F)c1,?,/
CC(NS(=O)(=O)c1ccc(Br)cc1)c1ccccc1 (centres undefined),i,/
CC(=O)c1ccc(S(=O)(=O)N2CCN(CCOc3ccc(Br)cc3)CC2)cc1,?,/
CN(Cc1ccccc1)C(=O)COc1ccc(-c2nnco2)cc1,25%,/
O=S(=O)(c1cccc(-n2cnnn2)c1)N1CCOCC1,?,/
Cc1ccc(S(=O)(=O)c2c(N)n(-c3ccccc3)c3nc4ccccc4nc23)cc1,15%,20
COC(=O)c1ccc(N2CCOCC2)c(NC(=O)c2ccc(Br)o2)c1,?,/
Cc1ccccc1OCCC(=O)Nc1ccccc1C(=O)N1CCCCC1,5.8µM*,-4.3*
COc1cc(C)c2occ(/C(C)=N\O)c2c1,?,/
COc1ccc2oc(C(=O)OCC(=O)N3CC(C)CC(C)C3)c(C)c2c1 (centres undefined),-4%,-13
COc1cc(NC(=O)CCN2CCN(C/C=C/c3ccccc3)CC2)cc(OC)c1,?,/
O=C(N/N=C/c1ccccc1Cl)c1nc2ccc([N+](=O)[O-])cc2c(=O)[nH]1,?,/
COc1ccc2nc(C)cc(SCC(=O)Nc3c(C)cc(C)cc3C)c2c1,?,/
COc1ccc(C2=Nn3c(nnc3-c3ccncc3)SC2)cc1OC,?,/
COc1ccc(OC)c(N(CC(=O)NCc2ccccn2)S(C)(=O)=O)c1,4%,1
C[C@@H]1O[C@@H](Oc2c(-c3cc(O)c(O)c(O)c3)oc3cc(O)cc(O)c3c2=O)[C@H](O)[C@H](O)[C@H]1O,6%,-18
CN(C(=O)COC(=O)c1cccnc1Nc1ccccc1F)C1CCS(=O)(=O)C1 (centres undefined),?,/
Cc1ccc2cc(-c3noc(C4CCCCC4)n3)c(=O)[nH]c2c1,10%,12
S=c1[nH]nc(COc2ccccc2)n1Cc1ccccc1,-1%,-15
O=C(CSc1n[nH]c(-c2ccc(S(=O)(=O)N3CCCCC3)cc2)n1)Nc1nccs1,?,/
Cc1c(CBr)[n+](=O)c2c(n1[O-])C(Br)CCC2Br (centres undefined),-11%,5
COc1ccc(OC)c2nc(-c3ccncc3)ccc12,?,/
COc1cccc(N2C(=NC(=O)COc3ccccc3)SC3CS(=O)(=O)CC32)c1 (centres undefined),?,/
CCOC(=O)c1sc(=NC(=O)c2ccc(OC(C)C)cc2)n(C)c1C,4%,3
O=C(C1=C[C@H](c2ccc(C(F)(F)F)cc2)C[C@H](OCCCCO)O1)N1CCN(Cc2ccc3c(c2)OCO3)CC1,?,/
c1ccc(N2CCN(c3ccc4nncn4n3)CC2)nc1,21%,21
CCCCn1nc(C(=O)Nc2cccc(C(=O)NC3CC3)c2)c2ccccc2c1=O,?,/

# Reprinted from the part before: 7 compounds; new compounds follow.
SMILES,Lipid storage S3,Lipid storage S3 cell count max
Cc1c(CBr)[n+](=O)c2c(n1[O-])C(Br)CCC2Br (centres undefined),-11%,5
COc1ccc(OC)c2nc(-c3ccncc3)ccc12,?,/
COc1cccc(N2C(=NC(=O)COc3ccccc3)SC3CS(=O)(=O)CC32)c1 (centres undefined),?,/
CCOC(=O)c1sc(=NC(=O)c2ccc(OC(C)C)cc2)n(C)c1C,4%,3
O=C(C1=C[C@H](c2ccc(C(F)(F)F)cc2)C[C@H](OCCCCO)O1)N1CCN(Cc2ccc3c(c2)OCO3)CC1,?,/
c1ccc(N2CCN(c3ccc4nncn4n3)CC2)nc1,21%,21
CCCCn1nc(C(=O)Nc2cccc(C(=O)NC3CC3)c2)c2ccccc2c1=O,?,/
CCCC(=O)C1=C(N(C)c2ccccc2)CC(C)(C)CC1=O,6%,-3
CCN(C(=O)CSc1nnc2nc(C)cc(C)n12)c1ccccc1,?,/
CCSc1nnc(NS(=O)(=O)c2ccc(OC)cc2)s1,-4%,14
COc1ccc(CN2CCN(c3ccccn3)CC2)c(OC)c1C,3%,17
COc1ccc(NC2CC(=O)N(c3cccc(C)c3)C2=O)cc1 (centres undefined),11%,-1
Cc1ccc(S(=O)(=O)N2CCCCC2)cc1NC(=O)CSc1nccn1C,i,/
CC(=O)Oc1c(C(=O)c2nnc(C)o2)c(=O)n(C)c2ccccc12,?,/
CCn1c(CCNC(=O)c2ccc(C)cc2)nnc1SCc1ccc(Cl)c(Cl)c1,?,/
CC1Cc2nc(SCC(=O)N3CCOCC3)n(-c3ccccc3)c(=O)c2S1 (centres undefined),?,/
COc1ccc(CCOC(=O)CNC(=O)c2ccc(Cl)cc2Cl)cc1,?,/
CCc1ccc(NC(=O)NNC(=O)c2cc3ccccc3cc2O)cc1,?,/
CCn1c(=O)c(C(=O)NNS(=O)(=O)c2ccc(Br)cc2)c(O)c2ccccc21,0%,-13
CC(Sc1ccccn1)C(=O)Nc1ccc(S(N)(=O)=O)cc1 (centres undefined),i,/
O=C1CNC(=O)N1CC(O)Cn1c2ccccc2c2ccccc21 (centres undefined),-14%[9.22 µM],-3
COc1ccc([C@H]2CC(=O)C=C(c3ccc(C)c(F)c3)C2)cc1,i,-9
CCn1c(=O)c(CCC(=O)NCCN2CCOCC2)c(C)c2c(C)nn(-c3ccccc3)c21,?,/
CCOC(=O)C(C)Sc1nc(-c2ccccn2)ncc1OC (centres undefined),?,/
Cc1nnc(N/N=C/c2ccccc2C(F)(F)F)n1N,?,/
CC(C)N(CC#CC(O)(c1ccccc1)c1ccccc1)CCO,?,/
COc1ccc(C(=O)c2ccc(Cl)cc2)c2ccccc12,?,/
CCN(CC)CCNc1ncnc2c1sc1nc(N3CCOCC3)c3c(c12)CC(C)(C)SC3,?,/
O=C(Nc1ccc(Cl)cc1)Nc1nnc(/C=C/c2ccccc2)s1,6%,-1
Cc1cc(C(=O)N/N=C/c2c(C)n(C)c3ccccc23)n[nH]1,?,/
COc1ccc(C(=O)CN2C(=O)NC3(CCCc4ccccc43)C2=O)c(OC)c1 (centres undefined),?,/
COCCNC(=O)CCCCCN1C(=O)CCC1=O,?,/
OCC[C@H]1C[C@@H](O)[C@H](O)[C@]2(OCCCc3ccccc32)O1,11%,12
CCN(CC)CCOc1ccc(/C(=C(/Cl)c2ccccc2)c2ccccc2)cc1,?,/
CN1CCN(S(=O)(=O)c2ccc(Cl)cc2)CC1,i,-12
CC1(C)CC(Nc2ccc(Nc3ccccc3)cc2)CC(C)(C)N1,?,/
Cc1cccc(C2CC(c3ccc(F)cc3)Nc3nc(N)nn32)c1 (centres undefined),?,/
CCN1CCN(C(=O)c2cc(-c3cccnc3)nc3ccc(Br)cc23)CC1,?,/
COc1cn(-c2ccccc2)nc1C(=O)Nc1ccccc1,0.92µM*,5.9*
Cc1ccccc1NC(=O)CN1CCC(C(=O)c2ccc3c(c2)OCCO3)CC1,-6%,21
O=C(NCCCn1ccnc1)c1cc(-c2ccc3c(c2)OCO3)on1,?,/
Cc1c(C(=O)N2CCOCC2)sc2ncnc(N3CCc4ccccc4C3)c12,?,/
CCOc1ccc(NC(=O)N2CCC(c3ccc(C)cc3)C2)cc1 (centres undefined),?,/
COc1ccc(C(C)NC(=O)c2ccncc2)cc1 (centres undefined),?,/
COC(=O)c1cc(C(=O)Nc2ccc(S(N)(=O)=O)cc2)cc([N+](=O)[O-])c1,?,/
Cc1cccc(Nc2c([N+](=O)[O-])cc(C(=O)N3CC(=O)Nc4ccccc43)cc2[N+](=O)[O-])c1,-8%,2
CCOc1ccc(C(=O)OCC(=O)c2c(N)n(C)c(=O)n(C)c2=O)cc1OCC,?,/
Cc1onc(-c2ccccc2)c1C(=O)Nc1ccc(S(=O)(=O)N2CCOCC2)cc1,-5%,15
O=C(NCCC1CCCCN1S(=O)(=O)c1ccc(F)cc1)C(=O)NCc1cccnc1 (centres undefined),5%,3
O=C(CSc1ncn[nH]1)Nc1ccccc1C(=O)O,-6%,10
CCOC(=O)C(NC(C)=O)(Nc1ccc(S(=O)(=O)Nc2cc(C)on2)cc1)C(F)(F)F (centres undefined),0%,1
COc1ccc(/C=C(\NC(=O)c2ccccc2)C(=O)N/N=C/c2ccncc2)cc1,29%,/
COC(=O)Cc1ccc2sc(-c3ccccc3)nc2c1,?,/
COc1ccccc1N1CCN(C2CCCN(Cc3ccc(Cl)cc3)C2)CC1 (centres undefined),?,/
N#Cc1ccccc1NC(=O)COC(=O)CCc1ccccc1,?,/
CCO[C@H]1OC(C(=O)O)=C[C@@H](C)[C@@H]1CCCO,-2%,11
Cc1ccc(NC(=O)N2CCCC2C(=O)Nc2c(C)cc(C)cc2C)cc1 (centres undefined),?,/

# The list goes on:
SMILES,Lipid storage S3,Lipid storage S3 cell count max
CC(C)CN(CC(C)C)c1nnc(N)s1,-1%,0
Cc1cc(SC(C)C(=O)Nc2ncc(Cl)cc2Cl)nc2ccccc12 (centres undefined),13%,/
CCCn1c(=O)c2ccccc2n2c(SCC(=O)c3cc(C)n(CC4CCCO4)c3C)nnc12 (centres undefined),13%,8
CCC(C)NC(=O)N[C@@H](Cc1ccccc1)C(=O)O (some centres undefined),-5%,8
CC(C)c1ccc(C2c3[nH]c4ccccc4c3C[C@H]3C(=O)N(c4ccccc4C(=O)N4CCC(C(=O)O)CC4)C(=O)N23)cc1 (some centres undefined),14%,2
O=c1cc(/C=C/c2ccccc2)oc2ccccc12,?,/
CN(C)c1cc(NC(=O)CNC(C)(C)CC(C)(C)C)c2ccccc2n1,?,/
CSc1cccc(NC(=O)CSc2ncccc2C(=O)Oc2cccc([N+](=O)[O-])c2)c1,-7%,-12
CC(OC(=O)c1cc(S(=O)(=O)N(C)C)ccc1N1CCCC1)C(=O)NCc1ccccc1 (centres undefined),-4%,11
CC(C)CCNC(=O)c1csc2c1CCCCC2,0%,23
O=C(CSc1nc2ccccc2o1)c1ccc2c(c1)OCCO2,i,/
CC(C)NS(=O)(=O)c1ccc(OCC(=O)NCc2cccnc2)cc1,?,/
COc1ccc(C(C)=O)cc1COc1ccc(F)cc1,22%[9.22 µM],-1
CCOc1ccccc1CNC(=O)CN1C(=O)CSc2ccc(S(=O)(=O)N3CCOCC3)cc21,?,/
CCOC(=O)Nc1sc(C(=O)N(C)C)c(C)c1C(=O)OCC,2%,4
COc1cccc(/C=N/NC(=O)CSc2nnc(C)n2-c2ccccc2)c1O,?,/
Cc1ccc(CNC(=O)CO/N=C/c2ccc3c(c2)OCO3)cc1,24%,24
Cc1ccc(NC(=O)CSCc2nc3c(nnn3Cc3ccc(F)cc3)c(=O)[nH]2)c(C)c1,16%,2
COc1ccc(CNC(=O)C2CCC(=O)N(CCCN3CCCC3=O)C2)c(OC)c1 (centres undefined),i,-2

# Part of the list above in another layout:
# Order of values – Lipid storage S3	Lipid storage S3 cell count max
> O=C(CSc1nc2ccccc2o1)c1ccc2c(c1)OCCO2
    i	/
> CC(C)NS(=O)(=O)c1ccc(OCC(=O)NCc2cccnc2)cc1
    ?	/
> Cc1ccc(CNC(=O)CO/N=C/c2ccc3c(c2)OCO3)cc1
    24%	24
> CCOc1ccccc1CNC(=O)CN1C(=O)CSc2ccc(S(=O)(=O)N3CCOCC3)cc21
    ?	/

# Assay outcomes deposited in PubChem by National Center for Advancing Translational Sciences (NCATS).
